Compound activity deposited in PubChem BioAssay by National Center for Advancing Translational Sciences (NCATS).
KAT2A inh = inhibitors of human GCN5L2 histone acetyltransferase; Q92830; GCN5L2 HAT assay, ThioGlo1 CoA-SH fluorescence; Potency, µM (highest dose often 58.9 µM), for inactives: top-dose activity change, negative = inhibition, actives largely listed as inhibitors; hit rate 0.21% among 390,000; AID 504327
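Fluorescence readout, Ex340nm/Em540nm: ThioGlo1 (50uM final) reacts with free CoA thiol released as 20nM GCN5L2 acetylates H3(1-25) peptide (75uM) using acetyl-CoA (70uM). Compound and enzyme sat 15 min beforehand; 20 min room-temperature reaction.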
FEN1 inh = blocks human flap endonuclease 1; P39748; Recombinant FEN1 flap cleavage, fluorescence, 15 min; Potency, µM (titrated, usually from 114 µM), inactives show top-dose activity change, negative = inhibition, usual class: inhibitors; hit rate 0.35% among 390,000; further: nearly all actives have a fitted effect of over 65% in size
Target sequence (P39748 whole entry, looked up): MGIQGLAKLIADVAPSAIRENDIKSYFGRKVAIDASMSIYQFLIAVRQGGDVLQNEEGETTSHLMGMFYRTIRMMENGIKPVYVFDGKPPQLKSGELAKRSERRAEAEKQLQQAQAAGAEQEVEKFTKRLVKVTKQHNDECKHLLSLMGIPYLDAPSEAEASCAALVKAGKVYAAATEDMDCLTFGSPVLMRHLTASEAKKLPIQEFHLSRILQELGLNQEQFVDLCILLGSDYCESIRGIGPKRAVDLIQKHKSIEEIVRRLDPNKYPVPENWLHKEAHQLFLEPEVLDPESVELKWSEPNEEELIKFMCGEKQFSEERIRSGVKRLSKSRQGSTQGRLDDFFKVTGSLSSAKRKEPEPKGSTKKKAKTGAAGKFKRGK
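Potency values derive from four-parameter Hill fits of normalized qHTS data. The reaction used 10 nM FEN1 preincubated 15 min at room temperature with compound, then 50 nM DNA substrate, read at 0 and 15 min.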
N370S GC mod = N370S glucocerebrosidase modulation, Gaucher chaperone candidate; Potency, µM (series often up to 59.4 µM), for the others: at the top dose activity change, negative = inhibition, usual class: inhibitors; P04062; hit rate 0.092% among 330,000; AID 2101; N370S GC spleen homogenate, 4MU-glucoside fluorescence;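 further: 0% = full enzyme activity and -100% = no enzyme basal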
An asterisk follows results filed as active; ? = inconclusive; · = not tested or not shown; [ ] = another dose, or the depositor's remark. The call rests on the fitted dose curve; in most records, active means well fitted curve in the direction sought with a large enough effect; inconclusive means small, poorly fitted or top-dose-only effect, or another doubt; inactive means no such curve, though single readings can be large; an effect the other way counts as inactive or inconclusive. Unless noted, on the % scale 0 is the no-effect control and ±100 the full control effect; potency means the concentration at half of the fitted maximal effect.

smiles | KAT2A inh | FEN1 inh | N370S GC mod
CCCOc1ccc(-c2nc(-c3ccc(N)cc3)cs2)cc1 | 1% | · | -3%
CSCC(=O)N1CCCC(N2CCN(c3cccc(C(F)(F)F)c3)CC2)C1 (stereo unspecified) | -2% | 8% | -5%
CC(=O)c1ccc(NC(=O)CSc2nnc(-c3ccncc3)n2-c2ccccc2)cc1 | -7% | 18% | ·
CCCCN1CCS(=O)(=O)N(Cc2ccccc2Br)CC(C(=O)OC)C1 (stereo unspecified) | -7% | -6% | ·
CCCN(C(=O)CCc1ccc(OC)cc1)c1c(N)n(Cc2ccccc2)c(=O)[nH]c1=O | -4% | -6% | ·
O=C(NCc1ccc(F)cc1)C1CCCN(c2nc3ccsc3c(=O)s2)C1 (stereo unspecified) | -7% | -3% | 1%
Cc1cccc(N2CCN(C(=O)c3cccn3-c3nnc(N4CCCCC4)s3)CC2)c1C | -4% | -15% | ·
CC(C)(C)NC(=O)Cn1c(SCC(=O)Nc2nccs2)nc2ccccc21 | 7% | 5% | 2%
N#Cc1c(N)oc(-c2ccc3c(c2)OCO3)c1-c1ccc2c(c1)OCO2 | -4%[0.501 µM] | -8% | -1%
Cc1c(OCC(=O)NCCN2CCOCC2)ccc2c(-c3ccccc3)cc(=O)oc12 | ? | -18% | -4%
CCC(C)(C)c1ccc(OCC(=O)N(C)C)c(C(C)(C)CC)c1 | -11% | -18% | 2%
Cc1cc(C)cc(S(=O)(=O)c2cn(C)c3cc(N4CCCC4)c(F)cc3c2=O)c1 | -3% | 0% | ·
CSc1nc2cc(F)c(F)cc2n1C | -1% | -2% | -7%
CCOC(=O)c1oc2nc(C(C)C)c3c(c2c1N)CC(C)(C)OC3 | -19% | -12% | ?
CCOC(=O)c1c(NC(=O)COC(=O)c2ccccn2)sc2c1CCC2 | -1% | -4% | 10%
Cc1noc2ncnc(N3CCN(c4cccc(C(F)(F)F)c4)CC3)c12 | -21% | -21% | ·
C=CCn1c(=O)c2ccccc2n2c(SCC(=O)Nc3sc(C)c(CC)c3C(=O)OCC)nnc12 | -1% | 4% | 2%
O=C(O)c1ccc(CSc2nc3cccnc3n2Cc2cccc(F)c2)cc1 | -2% | -2% | ·
COc1ccc(CCNC(=O)COC(=O)C2CC2C)cc1OC (stereo unspecified) | -1% | 24% | ·
NC(=O)c1ccsc1NC(=O)COC(=O)c1nc(Cl)ccc1Cl | 3% | 7% | 1%
CC(C)(C)NS(=O)(=O)c1ccc(NC(=O)C(Sc2ccccc2)c2ccccc2)cc1 (stereo unspecified) | -6% | ? | -5%
C[N+](C)(C)C/C=C1/COCO1 | 2% | -4% | -5%
CC(=O)OC1CSC2c3ccccc3C(=O)N2Cc2sccc21 (stereo unspecified) | 0% | -13% | 4%
COc1cccc(Cn2c(=O)cnc3cnc(OCc4ccccc4)nc32)c1 | -11% | · | 11%
CN(C)CCCNS(=O)(=O)c1ccc(N2CCN(Cc3ccc4c(c3)OCO4)CC2)c([N+](=O)[O-])c1 | -1% | -16% | -13%
O=C(NCc1ccc(F)cc1)C1CCN(S(=O)(=O)N2CCCC2)CC1 | -10% | -23% | -5%
CCCNC(=O)COc1ccccc1[N+](=O)[O-] | -5% | 1% | 20%
COC(=O)CCC(=O)NC(=S)Nc1c(C)cccc1C | 0% | 6% | 2%
COc1cc(C(C2C(=O)CC(C)(C)CC2=O)C2C(=O)CC(C)(C)CC2=O)ccc1O | 13% | -8% | -1%
O=C(Nc1nc(-c2ccccn2)cs1)c1cccc(-n2cnnn2)c1 | -10% | ? | 8%
CCCc1nnc(NC(=O)c2ccncc2)s1 | -3% | 6% | -9%
O=C(COC(=O)c1ccc(NS(=O)(=O)c2ccc3c(c2)OCCO3)cc1)NC1CC1 | 0% | -7% | -12%
CCc1c(C)sc(NC(=O)c2cc(C)no2)c1C#N | -18% | 13% | 1%
COc1ccc(Cc2ccc(OC)c(N)c2)cc1N | -7% | 6% | -4%
Oc1ccc(O)c(-c2cnns2)c1 | -1% | -4% | 0%
O=C(OCC(=O)c1ccc(Cl)s1)c1ccccn1 | 18% | 1% | 11%
O=C(NC(=S)N(CCO)Cc1ccccc1)c1ccc(S(=O)(=O)N2CCCC2)cc1 | -7% | -1% | 2%
COCCCNC(=O)CN1C(=O)/C(=C/c2ccccc2C)Sc2ccccc21 | -10% | 16% | 23%
O=C(Nc1ccc2c(c1)OCO2)C1(S(=O)(=O)c2ccc(Cl)cc2)CC1 | -2% | -4% | -9%
O=C(c1ccc(Cn2c(=O)[nH]c3ccccc3c2=O)cc1)N1CCN(c2ccccc2)CC1 | -12% | 4% | 5%

Quoted from above for reference:
smiles | KAT2A inh | FEN1 inh | N370S GC mod
Oc1ccc(O)c(-c2cnns2)c1 | -1% | -4% | 0%
O=C(OCC(=O)c1ccc(Cl)s1)c1ccccn1 | 18% | 1% | 11%
O=C(NC(=S)N(CCO)Cc1ccccc1)c1ccc(S(=O)(=O)N2CCCC2)cc1 | -7% | -1% | 2%
COCCCNC(=O)CN1C(=O)/C(=C/c2ccccc2C)Sc2ccccc21 | -10% | 16% | 23%
O=C(Nc1ccc2c(c1)OCO2)C1(S(=O)(=O)c2ccc(Cl)cc2)CC1 | -2% | -4% | -9%
O=C(c1ccc(Cn2c(=O)[nH]c3ccccc3c2=O)cc1)N1CCN(c2ccccc2)CC1 | -12% | 4% | 5%

Next part.
smiles | KAT2A inh | FEN1 inh | N370S GC mod
COc1c(C)cccc1C(=O)NC(=S)Nc1ccc2c(c1)Cc1ccccc1-2 | -24% | 1% | 7%
CCOc1ccccc1-n1cc2c(c1-c1ccc(OC)cc1)c(=O)n(C)c(=O)n2C | -2% | -1% | ·
O=S(=O)(c1ccc(F)cc1)N1CCN(CC2CC3C=CC2C3)CC1 (stereo unspecified) | -4% | -15% | -20%
Cc1cc2oc(C(=O)Nc3ccc(S(=O)(=O)N(C)c4ccccc4)cc3)cc(=O)c2cc1C | -3% | 24% | ·
COc1ccc(CCNS(=O)(=O)c2ccc3c(c2)n(C)c(=O)c(=O)n3C)cc1OC | -10% | -8% | 2%
O=C1NNC(c2ccccc2)=N/C1=C\c1ccc(Cl)cc1 | -2% | -4% | 11%
CCOC(=O)c1sc(NC(=O)c2cc(-c3cccc(O)c3)on2)c(C(=O)OCC)c1C | 1% | -5% | 1%
Cc1cc2c(c(=O)o1)C(C13C=CC(CC1)C3)C(C#N)=C(N)O2 (stereo unspecified) | -8% | -4% | 14%
COC(=O)c1cc2n(n1)CCCNC2=O | -6% | 20% | -4%
O=C(NNC(=O)c1ccccc1OCc1ccccc1)c1ccccc1F | -1% | 9% | -10%
CCOC(=O)Cc1cc(=O)[nH]c(/N=C(\N)Nc2ccc(C)cc2C)n1 | 0% | 1% | 2%
Cn1nc(C(F)(F)F)c2cc(C(=O)Nc3ccc(F)cc3)sc21 | -9% | 9% | 6%
CC(C)(C)C(=O)CSc1nnc(Nc2ccccc2)s1 | -6% | 3% | 9%
O=C(/C=C/c1ccccc1)Nc1cc(C(=O)O)cc(C(=O)O)c1 | 0% | 12% | 4%
O=C1CC(c2cccc(Cl)c2)CC(O)=C1C=Nc1cccc(Cl)c1 (stereo unspecified) | -9% | 1% | -1%
O=C(CSc1cccc[n+]1[O-])c1ccc(Cl)cc1 | 0% | 5% | -4%
Cc1nonc1NC(=O)CSc1nc2ccccc2[nH]1 | 0% | 10% | 9%
CCc1ccc(NC(=O)CSC2=Nc3ccccc3C3=NC(CC(=O)NC4CCCCC4)C(=O)N23)cc1 (stereo unspecified) | -2% | 3% | ·
COc1cc2nc(C3CCC3)nc(N3CCN(c4ccccc4OC)CC3)c2cc1OC | -6% | -30% | -19%
CCCc1cc2c(c(NC(C)=O)n1)c(=O)oc1ccccc12 | 3% | -3% | 6%
O=C(NCc1ccco1)C1CC(c2cccc([N+](=O)[O-])c2)=NO1 (stereo unspecified) | -5% | 4% | -1%
CN(C)CCCNC(=S)N(CCCN(C)C)Cc1cc2cc3c(cc2[nH]c1=O)OCO3 | 4% | 15% | ?
COc1ccc(C(C)=O)cc1COC(=O)c1c(C)nn(-c2ccccc2)c1C | ? | -11% | 1%
O=C(CN1CCN(S(=O)(=O)c2ccc(F)cc2)CC1)Nc1ccccc1C(=O)NC1CC1 | 0% | 2% | 1%
CC(C)Cc1nc(Cl)c(C#N)c2c1CCCC2 | -9% | 12% | -8%
O=C1c2ccccc2C(=O)N1Cc1nn2c(-c3ccc(Cl)cc3)nnc2s1 | -4% | -3% | 5%
CCCCN(C)/C=N/c1c(C#N)cnn1-c1ccc(C)cc1 | 16% | -7% | 14%
O=C(Nc1ccc2nc(SCc3ccccc3)sc2c1)c1cccc(F)c1 | -5% | 19% | ·
Cc1cc(C)cc(OCCSc2nc3ccc(NC(=O)COc4ccccc4)cc3s2)c1 | -11% | -12% | ·
CC(C)c1ccc(NC2=NCC(=O)N2Cc2cccs2)cc1 | -5% | 0% | 0%
Cc1ccc(-c2nn3c(-c4ccccc4)nnc3c3ccccc23)cc1 | -2% | 5% | ·
Cc1ccc(C)c(OCCC(=O)OCC(=O)N2CCN(S(=O)(=O)c3ccc(Cl)cc3)CC2)c1 | -7% | -21% | 0%
CC(=O)Nc1ccc(NCN2C(=O)[C@@H]3[C@H]4CC[C@H](C4)[C@@H]3C2=O)cc1 | -13% | -15% | 6%
CCc1nnc(SCC(=O)Nc2ccc(N3CCOCC3)cc2)n1C | -8% | 0% | -4%
CNC(=O)c1nc(C)n(-c2ccc(Cl)cc2Cl)n1 | 2% | -2% | -10%
Cc1ccc(-c2nnc3c4ccccc4c(C)nn23)cc1NC(=O)c1ccccc1 | -9% | -2% | ·
O=C(Nc1ccccc1)NC1CCS(=O)(=O)C1 (stereo unspecified) | -4% | -10% | -3%
CC(C)CC1NC(=O)N(CC(=O)Nc2cc(S(=O)(=O)N3CCOCC3)ccc2Cl)C1=O (stereo unspecified) | -3% | 20% | ·
COc1ccc(-c2nnn(CC(=O)NCc3ccccc3)n2)cc1OC | -5% | -19% | -1%
CSc1sc(C(=O)OC(C)C)c2c1C(=O)CC(C)(C)C2 | -2% | -21% | -5%
CCn1c(C(=O)N2CCc3ccccc3C2)cc2oc3ccccc3c21 | -5% | -22% | 8%
Cn1cnnc1SCC(=O)Nc1ccc(OC(F)F)cc1 | -1% | -6% | 6%
COc1ccc(CNC(=O)CN2C(=O)NC(C)(c3ccc(Cl)cc3)C2=O)cc1 (stereo unspecified) | -12% | 0% | -5%
O=C(NCCCN1CCOCC1)C(=O)N/N=C/c1ccc2c(c1)OCO2 | -6% | 4% | 1%
CCc1noc(C)c1C(=O)N(CC)CC(=O)NCc1ccc(Cl)cc1 | 2% | 16% | ·
COC(=O)C1=C(C)N(C)C(=S)NC1c1ccc(Cl)cc1 (stereo unspecified) | 3% | -2% | 7%
O=C(CC1SC(N2CCCC2)=NC1=O)Nc1ccc(C(=O)NCc2ccc(F)cc2)cc1 (stereo unspecified) | -4% | -11% | 1%
CCn1cc2nc(SCC(=O)Nc3ccccc3C(F)(F)F)n(Cc3ccc(C)cc3)c(=O)c2n1 | -7% | ? | ·
Cc1ccc(NC(=O)Cc2ccc3c(c2)OCCO3)cc1S(=O)(=O)N1CCCCC1 | -24% | -12% | 5%
COc1cccc(CNC(=O)c2ccc3c(=O)n4nc(Nc5ccccc5)sc4nc3c2)c1 | 25% | 1% | ·
O=C(O)CCCNC(=O)c1ccc(NC(=O)Cc2ccc(Cl)cc2)cc1 | -4% | 17% | -1%
O=C(Nc1cc2c(oc1=O)CCCC2=O)c1ccccc1 | -11% | -2% | 4%
O=C1CC(c2ccco2)CC(O)=C1C=Nc1ccc(Br)cc1 (stereo unspecified) | -4% | -5% | 4%
COc1ccccc1C(OC(=O)c1ccco1)C(=O)NCc1ccc(F)cc1 (stereo unspecified) | -8% | 2% | 2%
COc1ccc(NC(=O)CN(C)C(=O)C(Sc2ccccc2)c2ccccc2)cc1 (stereo unspecified) | -4% | 2% | ·
CC(=O)CSc1nc2ccccc2s1 | 25% | -11% | 8%
O=C(Cn1c(=O)n(-c2ccccc2)c(=O)c2c3c(sc21)CCCC3)Nc1ccc(F)cc1F | 3% | -12% | ·
NC(=O)CC(NC(=O)c1ccccc1)c1ccc(NCCc2ccc(Cl)cc2)c([N+](=O)[O-])c1 (stereo unspecified) | 3% | -10% | -15%
CCc1ccccc1NC(=O)c1ccc2[nH]c(C)c(C)c2c1 | 5% | 8% | ·
CCOC(=O)c1c(NC(=O)CN2C(=O)NC3(CCCC3)C2=O)sc(C)c1CC | -7% | -9% | ?
COC(=O)CNC(c1ccccc1)c1cc(Br)ccc1N (stereo unspecified) | -5% | 9% | 4%

Only part of the results is shown (hit frequency here may not be typical).
